APJ agonist: APJ receptor agonism; 330,000 compounds, 0.11% hits; activation, % at 20 µM; P35414; CHO-K1 APJ PathHunter beta-arrestin, luminescence; 0% DMSO wells, 100% apelin;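 active = activation more than six SD over the plate average, tested at 20 µM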;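 note: 0% = DMSO alone and 100% = apelin-13 at 10 nM; some results filed as inactive read as strong as hits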
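Material: engineered CHO-K1 APJ arrestin reporter cells; amount: 1000 CHO-K1 reporter cells seeded per well; incubation: compound stimulation 90 min at 25 °C, detection 60 min; signal: luminescent beta-gal fragment complementation, chemiluminescent substrate; read-out basis: APJ agonist activity; controls: DMSO-only wells as negative, 10 nM Apelin-13 as positive control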
Mdm2 MdmX PPI: inhibitors of human Mdm2/MdmX interaction; SaOS-2 split-luciferase Mdm2/MdmX complementation, luminescence; AID 485346; inhibition, % at 8 µM; 330,000 compounds, 3% hits; O15151+Q00987;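 active = inhibition of at least 50% at 8 µM in the primary screen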
Target sequence (O15151 whole entry, looked up): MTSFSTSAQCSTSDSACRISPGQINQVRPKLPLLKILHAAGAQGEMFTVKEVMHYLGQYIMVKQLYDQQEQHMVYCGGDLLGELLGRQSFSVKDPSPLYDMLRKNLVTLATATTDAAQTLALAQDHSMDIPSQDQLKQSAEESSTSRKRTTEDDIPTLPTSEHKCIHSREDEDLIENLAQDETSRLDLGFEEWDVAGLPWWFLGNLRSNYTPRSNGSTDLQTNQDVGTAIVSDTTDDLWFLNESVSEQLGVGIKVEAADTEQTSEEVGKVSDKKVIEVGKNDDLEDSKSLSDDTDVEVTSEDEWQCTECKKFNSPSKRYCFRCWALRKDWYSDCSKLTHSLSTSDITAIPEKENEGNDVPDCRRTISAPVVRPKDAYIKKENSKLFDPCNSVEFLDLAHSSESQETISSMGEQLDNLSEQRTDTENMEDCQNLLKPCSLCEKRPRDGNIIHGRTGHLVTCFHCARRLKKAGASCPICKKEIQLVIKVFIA
Target sequence (Q00987 whole entry, looked up): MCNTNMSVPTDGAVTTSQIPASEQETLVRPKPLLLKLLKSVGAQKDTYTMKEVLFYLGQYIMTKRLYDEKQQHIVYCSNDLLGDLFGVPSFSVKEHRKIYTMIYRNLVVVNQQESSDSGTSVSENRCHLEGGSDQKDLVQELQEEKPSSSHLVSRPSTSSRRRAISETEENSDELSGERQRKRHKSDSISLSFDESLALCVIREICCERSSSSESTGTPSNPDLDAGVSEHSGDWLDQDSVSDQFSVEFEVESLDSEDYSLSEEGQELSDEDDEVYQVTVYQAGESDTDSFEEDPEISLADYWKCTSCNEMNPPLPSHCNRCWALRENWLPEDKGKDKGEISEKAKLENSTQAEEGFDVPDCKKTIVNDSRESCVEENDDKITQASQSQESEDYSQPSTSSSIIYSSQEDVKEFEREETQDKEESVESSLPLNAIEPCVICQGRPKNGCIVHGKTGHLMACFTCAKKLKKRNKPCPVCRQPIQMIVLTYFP
tim10-1 inh: tim10-1 yeast growth inhibition. 330,000 compounds, 2.2% hits. S. cerevisiae tim10-1 ts strain growth, BacTiter-Glo, 24 h. inhibition, % at 20 µM;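 active = inhibition of at least 40%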;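 note: mutant grown at 25 °C; 0% = DMSO wells with yeast and 100% = wells holding no yeast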
XBP1 UPR activ: activators of adaptive arm of unfolded protein response (XBP1); 330,000 compounds, 0.33% hits; activation, % at 20 µM; CHO-XBP1 luciferase reporter, IRE1-XBP1 UPR activation, luminescence; percent of tunicamycin response, DMSO as zero;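 active = versus positive control, 20 µM dose yields 30% or more activation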;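 note: 100% = tunicamycin at 10 µg/mL and 0% = DMSO only wells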
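Test system: CHO-XBP1 luciferase reporter cells | Buffer or medium: Serum-containing F12 medium, 10% FBS | Schedule: 6 h compound exposure at 37 °C, 5% CO2 | Detection: Steady-Glo luciferase glow luminescence, 10 min after reagent addition | Read-out basis: Activation, % of tunicamycin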
tim23-1 inh: growth inhibitors of tim23-1 mutant yeast | S. cerevisiae tim23-1 growth, BacTiter-Glo luminescence, 24 h | inhibition, % at 20 µM | 330,000 compounds, 1.3% hits | AID 463212;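 active = growth inhibition of the mutant yeast at or above 50%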;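 note: temperature-sensitive mutant grown at 25 °C; plate controls were DMSO-treated mutant yeast for no effect and medium wells lacking yeast for full effect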
TIM10 inh: growth inhibitors of TIM10 yeast strain | S. cerevisiae TIM10 strain growth, BacTiter-Glo luminescence, 24 h | inhibition, % at 10 µM | 330,000 compounds, 1.4% hits;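 active = inhibition of 40% or more at the single tested concentration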;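 note: wild-type TIM10 isogenic control strain grown at permissive 25 °C; 0% = DMSO yeast wells and 100% = minimal medium wells without yeast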
NR3A LBD binder: modulators (binders) of human NR3A ligand-binding domain; Tm shift relative to glycine control, % at 25 µM; NR3A LBD differential scanning fluorimetry, Tm shift; 0% = protein alone, 100% = glycine-bound protein; 340,000 compounds, 2.5% hits; AID 1259313;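 active = melting temperature shift of at least 10% of the positive control shift, at one fixed dose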
NALP3 yeast inh: NALP3 inhibition in yeast; inhibition, % at 10 µM; Yeast reconstituted NLRP3/ASC/caspase-1, beta-gal luminescence, 24 h; 330,000 compounds, 0.39% hits;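 active = inhibition of 50% or more; inactive = inhibition below 50%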;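 note: plate controls were induced DMSO wells for no effect and uninduced yeast grown without galactose for full effect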
UPR CHOP act: activators of apoptotic arm of unfolded protein response (CHOP); CHO-CHOP luciferase reporter, UPR activation, luminescence; percent of tunicamycin response over DMSO baseline; activation, % at 10 µM; 330,000 compounds, 0.34% hits;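 active = at 10 µM dose, activation of 40% or more, normalized to positive control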;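 note: 100% = tunicamycin at 10 µg/mL and 0% = DMSO alone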
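measured by = luciferase luminescence | assay system = CHO-CHOP cells, stable luciferase reporter of PERK-eIF2a-CHOP signalling | amount = 500 reporter cells seeded per well | timing = 6 h compound exposure at 37 °C after overnight seeding | controls = positive tunicamycin 10 µg/mL, negative DMSO alone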
Active calls of the source: *. Rows were taken by chance. Share with any hit: about 8.2%.

SMILES | APJ agonist | Mdm2 MdmX PPI | tim10-1 inh | XBP1 UPR activ | tim23-1 inh | TIM10 inh | NR3A LBD binder | NALP3 yeast inh | UPR CHOP act
CCOC(=O)c1ccc(N2C(=O)c3n[nH]c(C)c3C2c2ccc(OC)cc2)cc1 (stereo unspecified) | -6 | 29 | 12 | 2 | 6 | 8 | -26 | 11 | -0.3
N/C(=N\OC(=O)Oc1ccccc1)c1ccc([N+](=O)[O-])cc1 | 1 | -28 | 14 | -1 | 14 | -16 | -6 | 5 | 4.3
COc1ccccc1OCCN(C#N)c1nc(N(C)C)nc(N(C)C)n1 | -1 | -19 | -3 | 2 | 23 | -20 | 2 | 16 | -1.8
CCOC(=O)C(Cc1ccccc1)C(=O)NCc1cccnc1 (stereo unspecified) | -2 | 26 | 7 | -3 | 19 | -1 | -1 | 10 | -0.2
O=C(Cc1n[nH]c(=O)[nH]c1=O)N/N=C/c1cccc(Cl)c1 | -5 | -9 | -1 | -2 | 3 | -10 | -2 | 10 | -0.5
COc1cccc(C(C)N(C)Cc2nc(-c3ccoc3)oc2C)c1 (stereo unspecified) | -3 | -21 | 9 | -5 | 8 | 12 | -1 | 5 | -0.8
COc1ccc(C(=O)NCC(=O)OCc2csc(-c3ccccc3)n2)cc1 | -4 | -31 | 5 | -1 | 20 | -10 | -14 | 15 | 3.7
Cc1ccc(S(=O)(=O)CCC(=O)Nc2nnc(-c3ccco3)o2)cc1 | -4 | 18 | -9 | -1 | -12 | -12 | 0 | 13 | 1.5
O=C(CN1C(=O)CSC1=O)N1CCCCC1 | -2 | -16 | -8 | 2 | 5 | 3 | 0 | 6 | -1.2
O=C1C2C3CCCC3=C3CCCC3C2C(=O)N1c1ccccc1 (stereo unspecified) | 0 | 26 | 30 | -5 | 35 | 7 | -2 | 22 | -1.4
Cc1ccc(S(=O)(=O)N(C)c2c(C)ccc(S(=O)(=O)N3CCN(C)CC3)c2C)cc1 | -4 | -10 | 21 | -2 | 10 | 23 | -1 | 11 | -1.7
CN1CCN(C(=O)CCN2C(=O)/C(=C\c3ccc(Cl)cc3)SC2=S)CC1 | -2 | 28 | 34 | -8 | 31 | 18 | 3 | 15 | 1.6
CC(C)c1ccc(Nc2nc(Cl)nc(Cl)n2)cc1 | 1 | 29 | -10 | 0 | -1 | 1 | -3 | -4 | -1.8
Nc1c(C(=O)CCC(=O)O)oc2ccc(Cl)cc12 | -6 | -20 | 7 | -1 | -3 | 8 | -2 | 8 | 0.4
O=C(Nc1ccc2c(c1)OCO2)Nc1ccccn1 | -4 | -69 | 15 | 2 | 11 | 10 | 0 | 53* | 3.6
CCN(CC)CCCNc1ccc(-c2nnc(-c3ccc(OCC(C)C)cc3)o2)cn1 | 4 | 100* | -6 | 29 | 11 | 13 | -3 | 29 | 7.8
CC(=O)Nc1sc2c(c1C(=O)N1CCOCC1)CCCCC2 | -7 | -2 | 7 | -3 | 19 | 15 | -1 | 3 | -1.3
CCOC(=O)N1CCN(CC(=O)Nc2cc3c(cc2C(C)=O)OCO3)CC1 | -3 | -33 | 33 | -1 | 22 | 10 | 2 | -8 | 0.0
COc1ccc(C2C(C(=O)Nc3cccnc3)=C(C)Nc3nc(-c4cccs4)nn32)cc1 (stereo unspecified) | -1 | 30 | 18 | -3 | 11 | 10 | 3 | -13 | 1.7
CCC(C)(C)C1CCc2[nH]nc(C(=O)NN)c2C1 (stereo unspecified) | 3 | -4 | 11 | 6 | 20 | -14 | -2 | 22 | -0.5
O=C(O)c1cccc(NC(=S)N/N=C/c2ccccc2OCc2ccc(Br)cc2)c1 | -3 | -30 | 32 | 2 | 24 | 31 | -5 | 28 | 3.0
COc1ccccc1C(CC(=O)O)NS(=O)(=O)c1ccc2c(c1)N(C(C)=O)CC(C)O2 (stereo unspecified) | 0 | 2 | -19 | -2 | 5 | -2 | 3 | -5 | -1.5
Cn1c(SCC(=O)NCc2ccco2)nc2ccccc2c1=O | -2 | -16 | 9 | 0 | -2 | -8 | 0 | 7 | 0.8
CC(C)C(=O)N1CCN(c2ccccc2NC(=O)c2cccc(Cl)c2)CC1 | -6 | 3 | 22 | -2 | -6 | 17 | 0 | -2 | 1.2
COC(=O)c1cc(-c2cccc(OC)c2)on1 | 5 | -2 | 22 | 1 | 6 | -4 | 0 | 3 | 2.8
COc1ccc2oc(C(=O)NN3C(C)CCCC3C)c(C)c2c1 (stereo unspecified) | -1 | 1 | 18 | 3 | 25 | -16 | 0 | 4 | 0.2
O=C(CCSc1nnc2scc(-c3ccccc3)n12)NCc1ccc2c(c1)OCO2 | 1 | -3 | 16 | 5 | 6 | 16 | -1 | 6 | -1.4
O=C(Nc1ccc2c(c1)C(=O)N(CC1CCCO1)C2=O)c1ccc(Cl)c(Cl)c1 (stereo unspecified) | 0 | 0 | -1 | 1 | 13 | 0 | -7 | 4 | 1.8
CNCCOc1ccccc1C(C)(C)C | -5 | 4 | 6 | -3 | 14 | 4 | -1 | 23 | -1.1
CCCCc1nnc(NC(=O)CCS(=O)(=O)c2ccc(Cl)cc2)s1 | -3 | 29 | 17 | -3 | 16 | 6 | 0 | 8 | -2.8
COc1ccc(S(=O)(=O)N(C)C)cc1NC(=O)Cc1c[nH]c2ccccc12 | -2 | 23 | -28 | 3 | 10 | 11 | -3 | 17 | -0.3
CCC(Oc1ccccc1)C(=O)NC1CCSC1=O (stereo unspecified) | -1 | 6 | -3 | -1 | 4 | 4 | 0 | 7 | 0.6
NC(=O)C(=O)N/N=C/c1c(F)c(F)c(F)c(F)c1F | -2 | 18 | 19 | -1 | 7 | 11 | 1 | 4 | -1.5
CCN(CC)C(=O)NC1CCCCCCC1 | -1 | 10 | 1 | 1 | 10 | 5 | 1 | 34 | -0.9
Cc1cccc(C(=O)Nc2ccc(O)cc2C(=O)O)c1 | -2 | 17 | 2 | -6 | -3 | -9 | -2 | 3 | 0.5
CC(C)Cc1nnc(NC(=O)CCC(=O)NCCc2ccc(Cl)cc2)s1 | 0 | 24 | 16 | 3 | 9 | 0 | 2 | 4 | -0.7
Cc1cc(C)n(C2CC(=O)N(c3cc(Cl)cc(Cl)c3)C2=O)n1 (stereo unspecified) | -2 | -3 | -2 | -1 | 8 | -8 | 3 | 7 | 1.1
Cc1nn(C)c(C)c1NC(=O)CSc1nc(C2CC2)nc2c1cnn2-c1ccccc1 | -4 | 43 | 5 | 1 | -3 | 15 | 0 | 9 | 1.5
CCCCn1nnnc1NCc1ccc(N(CC)CC)cc1 | -1 | 2 | 17 | -2 | 6 | -18 | -19 | -4 | 1.0
Cc1cnc(NC(=O)CSc2ccccc2)s1 | -3 | -9 | 12 | 1 | 5 | 14 | -1 | 4 | 0.9
COC(=O)c1ccc(C(=O)OC)c(NC(=S)N2CCOCC2)c1 | -1 | 10 | 11 | -1 | 8 | -2 | 0 | 2 | 1.3
N#CC1=C(N)OC2=C(C(=O)CCC2)C1Cc1ccccc1 (stereo unspecified) | 2 | 6 | 11 | -2 | 20 | 9 | 1 | 19 | 0.0
Cc1ccccc1C1C(C#N)=C2N=C(N)c3c(sc4c3CCCCC4)N2C2=C1C(=O)CCC2 (stereo unspecified) | -6 | 2 | 27 | 0 | 14 | 24 | -8 | 3 | 4.5
CCNC(=S)N=Nc1c(O)[nH]c2ccc([N+](=O)[O-])cc12 | -5 | 31 | 15 | -1 | 0 | 2 | 5 | 24 | -0.6
CCN1CCN(C(=O)C(C)Sc2nc3nc(C)cc(C)n3n2)CC1 (stereo unspecified) | 7 | 21 | 14 | 2 | 4 | 0 | 2 | 15 | -1.7
CSc1nc(C)c(CCO)c(=O)[nH]1 | -5 | 6 | 3 | -3 | 14 | -2 | -4 | 12 | -0.6
O=S(=O)(c1ccc(Cl)cc1)N1CCN(S(=O)(=O)N2CCCCCC2)CC1 | 0 | -4 | -15 | 2 | -8 | -1 | 0 | 1 | 0.4
COCCNc1nnc(SCC(=O)Nc2sc3c(c2C(=O)c2ccccc2)CCCC3)s1 | 1 | 20 | 26 | -1 | 45 | 33 | -4 | 12 | -0.3
CN(C)C(=O)Oc1ccc[n+](C)c1 | -3 | 22 | -5 | -7 | 7 | -3 | 3 | -1 | -0.5
O=C(CC1S/C(=N/N=C2CCCCCC2)NC1=O)Nc1ccc(Br)cc1F (stereo unspecified) | 5 | -6 | 44* | -2 | 35 | 17 | -11 | 21 | -2.8

Three of the entries above in order of their number in Mdm2 MdmX PPI, highest first.
SMILES | Mdm2 MdmX PPI | XBP1 UPR activ | NR3A LBD binder | NALP3 yeast inh
COCCNc1nnc(SCC(=O)Nc2sc3c(c2C(=O)c2ccccc2)CCCC3)s1 | 20 | -1 | -4 | 12
COC(=O)c1ccc(C(=O)OC)c(NC(=S)N2CCOCC2)c1 | 10 | -1 | 0 | 2
N#CC1=C(N)OC2=C(C(=O)CCC2)C1Cc1ccccc1 (stereo unspecified) | 6 | -2 | 1 | 19

New compounds follow
SMILES | APJ agonist | Mdm2 MdmX PPI | tim10-1 inh | XBP1 UPR activ | tim23-1 inh | TIM10 inh | NR3A LBD binder | NALP3 yeast inh | UPR CHOP act
S=C1NCCOCCOCCOCCOCCNC(=S)NCCOCCOCCOCCOCCN1 | -6 | -7 | 9 | 0 | -1 | -4 | 2 | 2 | 0.2
C[C@@H]1C=C[C@](Cc2ccccc2)(C(=O)O)N1C(=O)c1ccccc1 | -2 | -8 | 12 | 0 | 18 | -4 | -2 | 1 | 1.4
COc1ccccc1NC(=S)N(CCCN(C)C)Cc1cc2cc3c(cc2[nH]c1=O)OCO3 | -4 | -13 | 4 | 2 | 21 | 2 | 4 | 22 | 1.7
Cc1ccc(NC(=O)CCC(=O)N2CCN(S(=O)(=O)c3ccc(C)cc3)CC2)cc1 | -3 | -5 | 10 | -5 | 5 | 9 | -2 | 14 | 4.9
COc1ccc(Cn2c(C)nc3c(c(=O)c4ccccc4n3C)c2=O)cc1 | -2 | 10 | 13 | -1 | 20 | 17 | 1 | -8 | 1.3
O=C(N/N=C/c1cccs1)c1n[nH]c2c1CCCC2 | 0 | 30 | 10 | -7 | -3 | 11 | 1 | 2 | -6.0
O=S(=O)(c1ccc(NC(=S)N/N=C/c2ccc(O)c(O)c2)cc1)N1CCOCC1 | -6 | -3 | 1 | 3 | -12 | -14 | 0 | 17 | -0.1
O=C(NCc1ccco1)C1(c2ccc(Cl)cc2)CCCC1 | -6 | 6 | 29 | -3 | 23 | 20 | 3 | 24 | -1.0
Cc1cc(N2C(=O)C(=O)/C(=C(/O)c3ccc(F)cc3)C2c2ccc(Cl)cc2)no1 (stereo unspecified) | 3 | -8 | 3 | 33* | 21 | 19 | -4 | -12 | -1.1
CCC(=O)Nc1nnc(CCc2ccccc2)s1 | -2 | 13 | -7 | 0 | -13 | -19 | -1 | 23 | -0.9

Profiles, quoted from the list. Values in the order: APJ agonist | Mdm2 MdmX PPI | tim10-1 inh | XBP1 UPR activ | tim23-1 inh | TIM10 inh | NR3A LBD binder | NALP3 yeast inh | UPR CHOP act
Entry for S=C1NCCOCCOCCOCCOCCNC(=S)NCCOCCOCCOCCOCCN1 = -6 | -7 | 9 | 0 | -1 | -4 | 2 | 2 | 0.2
Entry for O=C(N/N=C/c1cccs1)c1n[nH]c2c1CCCC2 = 0 | 30 | 10 | -7 | -3 | 11 | 1 | 2 | -6.0

Screening results from PubChem.
